# Compound activity as filed in PubChem.
# CAL PDZ FP-1 = CAL PDZ peptide-binding inhibitors, primary screen, biochemical, fluorescence polarization, Cer-tagged CAL PDZ, HTS; Golgi-associated PDZ and coiled-coil motif-containing protein (Homo sapiens), Q9HD26; purified CAL PDZ, TMR-peptide fluorescence polarization, 1 h; inhibition, % at 20 µM; 330,000 tested, 0.02% active; AID 504414, 2011;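 active means highest replicate inhibition of at least 40%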;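 further: plate controls were DMSO neutral control wells for no effect and unlabeled competitor peptide control wells for full effect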
#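 Control set: unlabelled peptide and DMSO controls / Material: purified CerCALP PDZ construct / Timing: 1 h incubation at room temperature before polarization reading / Doses: 20 µM, one dose / Detection: fluorescence polarization (mP)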
# CAL PDZ FP-2 = untagged CAL PDZ binding inhibitors, primary screen, biochemical, fluorescence polarization, HTS; AID 602252, 2012; inhibition, % at 24.9 µM; purified CAL PDZ, TMR-peptide fluorescence polarization, 1 h; 300,000 tested, 0.92% active;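 active means mean inhibition of at least 30% with at least half of replicates also reaching 30%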;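 further: 0% = DMSO neutral control and 100% = excess unlabeled competitor peptide PRC23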
# Tat export inh = E. coli Tat export inhibitors, primary screen, MC4100, TorA-mCherry reporter, fluorescence, single point. 340,000 tested, 0.036% active. AID 488895, 2010. inhibition, % at 10 µM;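 active means mean replicate inhibition at least 50% and at least half of replicates individually reaching 50%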;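 further: exported cargo escapes ClpAP degradation while cytoplasmic cargo is degraded and loses fluorescence; 0% = median of neutral control wells and 100% = median of NaSCN control wells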
# phage Ecoli inh = growth loss of phage-infected E. coli, primary screen, RecBCD inhibitor project, absorbance, with phage, HTS. inhibition, % at 11.9 µM. 360,000 tested, 0.26% active; in the data active means inhibition above about 11%
# AddAB inh = growth inhibition of E. coli expressing H. pylori AddAB, primary screen, AddAB inhibitor project, absorbance | 330,000 tested, 0.29% active | inhibition, % at 11.9 µM | AID 435030, 2010; in the data active means inhibition above about 12%;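 further: 0% = vehicle wells of infected cells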
# MITF TRPM1 HTS = activators of MITF-driven TRPM1 promoter reporter, primary screen, cell-based, SK-MEL-5, luciferase, single point; activation, % at 12.5 µM; 300,000 tested, 0.75% active; SK-MEL-5 TRPM1-promoter luciferase, 24 h; % of positive control, neutral wells = 0; AID 588334, 2011;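 active means mean activation of at least 80% with every replicate also reaching 80%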;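 further: 0% = neutral control wells and 100% = parthenolide positive control wells; values of inactives mirror those of a sister screen read the other way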
# SR-BI DiI-HDL act = activators of SR-BI mediated DiI-HDL uptake, primary screen, ldlA[mSR-BI] CHO cells, DiI fluorescence | 3 h; 100 = double the neutral-control signal | activation, % at 12.5 µM | 320,000 tested, 0.096% active | AID 504775, 2011;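 active means mean replicate activation of at least 60% and every replicate at or above 60%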;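 further: 0% = median plate neutral-control signal and 100% = twice that signal; values of inactives mirror those of a sister screen read the other way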
#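 Test system: SR-BI-overexpressing, LDLR-lacking CHO cells; Also added: labelled HDL, 10 µg/mL; Measured by: bottom-read cell fluorescence after medium removal, ex 550/em 595 nm; Timing: 3 h uptake period with compound, 37 °C; Buffer or medium: F12, 0.5% BSA, 25 mM HEPES; Doses: single compound concentration, delivered by pin transfer.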
# SR-BI HDL uptake = inhibitors of SR-BI mediated HDL lipid uptake, primary screen, ldlA[mSR-BI] cells, fluorescence, single point; Scavenger receptor class B member 1 (Mus musculus), Q61009; ldlA[mSR-BI] CHO cells, DiI-HDL uptake fluorescence, 3 h; inhibition, % at 12.5 µM; 320,000 tested, 0.96% active; AID 488896, 2010;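 active means mean replicate inhibition of at least 70% and a set share of replicates each scoring 70 or more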;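 further: 0% = median of neutral control wells and 100% = median of positive control wells; values of inactives mirror those of a sister screen read the other way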
# Target sequence (Q61009 whole entry, looked up): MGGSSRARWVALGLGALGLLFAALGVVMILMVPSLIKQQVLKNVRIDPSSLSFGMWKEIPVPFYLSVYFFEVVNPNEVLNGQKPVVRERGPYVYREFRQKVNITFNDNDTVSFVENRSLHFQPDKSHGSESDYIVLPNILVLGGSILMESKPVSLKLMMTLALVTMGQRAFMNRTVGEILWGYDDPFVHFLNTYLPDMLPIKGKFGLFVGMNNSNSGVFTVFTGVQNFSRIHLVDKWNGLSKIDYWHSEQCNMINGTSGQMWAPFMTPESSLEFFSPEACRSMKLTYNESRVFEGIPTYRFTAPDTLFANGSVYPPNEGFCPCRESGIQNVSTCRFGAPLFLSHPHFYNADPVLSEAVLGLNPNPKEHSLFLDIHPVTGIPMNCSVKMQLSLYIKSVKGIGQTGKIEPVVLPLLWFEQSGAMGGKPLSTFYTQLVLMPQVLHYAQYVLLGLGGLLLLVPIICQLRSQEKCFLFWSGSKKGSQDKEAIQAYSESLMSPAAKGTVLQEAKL
# Ecoli viability = E. coli V3065 growth inhibition, primary screen, counter-screen for AddAB inhibitor project, absorbance, OD600; 330,000 tested, 0.27% active; inhibition, % at 11.9 µM; 18 h;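 active means inhibition above the campaign's mean inhibition across all tested compounds plus 3 SD, cut at about 9.9% in these data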;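 further: uninfected addAB+ strain grown without phage in ampicillin broth; 0% = DMSO wells and 100% = ciprofloxacin 0.95 µg/ml wells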
# Wnt bcat act = Wnt/beta-catenin pathway activators, primary screen, cell-based, plate reader, single point; Wnt/beta-catenin reporter cell assay, activator; activation, % at 9.35 µM; 300,000 tested, 1.2% active; AID 743398, 2014; in the data active means activation above about 30%, passing the limit was not always enough;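 further: 0% = neutral control wells and 100% = positive control wells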
# * = called active by the depositor; / = not tested or not shown; & = joins results of further samples.
SMILES,CAL PDZ FP-1,CAL PDZ FP-2,Tat export inh,phage Ecoli inh,AddAB inh,MITF TRPM1 HTS,SR-BI DiI-HDL act,SR-BI HDL uptake,Ecoli viability,Wnt bcat act
CCCn1nc(C(=O)Nc2nnc(CC)s2)c2ccccc2c1=O,-4.1,-5,6,-0.4,0.3,-15,7,-7,-0.9,-1
Oc1cccc(Nc2ccccc2)c1,0.9,-5,-7,1.1,1.2,7,-2,2,-1.4,2
CCOC(=O)c1sc(/S(C)=N\S(=O)(=O)c2cccc(Cl)c2)c2c1CCC=C2 (centres undefined),0.3,0,-1,2.9,-0.2,6,-8,8,-1.7,29
COC(=O)Cc1cc(OC)c(OC)cc1Cc1cc(OC)c(OC)cc1CC(=O)OC,-2.9,-1,19,0.9,1.1,6,-15,15,1.1,-1
CCOc1ccc(N2CC(C(=O)NCCCc3ccccc3)CC2=O)cc1 (centres undefined),0.8,3,5,1.3,2.3,-8,-22,22,0.2,-2
CCn1cnnc1SCC(=O)NCC1COc2ccccc2O1 (centres undefined),-1.0,-1,2,2.4,3.2,-14,11,-11,0.3,-1
C=C(C)CSc1ncc(-c2cccc(C(F)(F)F)c2)cn1,-1.1,/,3,2.4,1.5,0,-11,11,-0.9,/
COc1ccc(C(=O)Nc2ccnn2C2CCN(Cc3ccncc3)CC2)cc1,-1.1,/,-6,-0.4,-1.0,7,33,-33,0.2,4
COc1ccc(OC)c(NC(=O)C2CCCN2C(=O)NC2CCCCC2)c1 (centres undefined),-1.4,-3,-5,1.5,2.2,2,/,/,0.8,-4
CN1CCN(S(=O)(=O)c2cccc(C(=O)N(C)CC(=O)Nc3ccc(Cl)c(Cl)c3)c2)CC1,-0.6,-7,4,4.0,/,12,-15,15,/,-6
COc1ccc(CCNC(=O)CSc2nc(-c3ccco3)cc(C(F)(F)F)n2)cc1,-1.8,-4,2,1.7,-1.2,-1,-2,2,1.2,/
COC(=O)C1=C(COc2ccc(F)cc2)NC(=O)NC1c1ccc(C)cc1C (centres undefined),-2.4,1,10,-1.6,2.1,-4,-42,42,1.4,/
COc1ccccc1/C=C(/NC(=O)c1ccc(Cl)cc1Cl)C(=O)O,-1.9,-3,-2,6.8,2.6,-6,15,-15,-2.2,-1
O=C(c1ccc2ccccc2c1)N1CCN(S(=O)(=O)/C=C/c2ccccc2)CC1,-0.4,-2,5,3.6,0.3,-6,1,-1,0.6,8
CC(C)(C)NC(=O)CSc1nnc(-c2ccccc2)c(-c2ccccc2)n1,-2.1,-1,-5,/,-2.9,-12,-12,12,-2.0,/
COc1ccccc1CCNC(=O)CCNS(=O)(=O)c1ccc(NC(C)=O)cc1,0.2,-3,1,1.6,-0.8,/,-11,11,-1.4,0
COc1ccccc1/C=C/CN1CCCC(CCC(=O)NCc2ccccc2F)C1 (centres undefined),-0.7,-3,-7,1.8,-0.7,-10,-36,36,0.0,-2
O=C(NC(=O)C(F)(F)F)Nc1ccc(S(=O)(=O)Nc2nccs2)cc1,-0.7,-4,3,-1.1,1.2,/,24,-24,0.6,0
O=C(c1ccc(Cl)s1)N1CCN(c2nc3ccccc3s2)CC1,-0.7,6,14,2.0,2.3,-4,5,-5,0.8,-4
Nc1cc(=O)[nH]c(SCCNS(=O)(=O)c2ccccc2)n1,0.2,-2,3,2.1,3.5,-5,6,-6,2.4,-1

# Complete entries from above.
# O=C(NC(=O)C(F)(F)F)Nc1ccc(S(=O)(=O)Nc2nccs2)cc1 in the list: CAL PDZ FP-1 = -0.7; CAL PDZ FP-2 = -4; Tat export inh = 3; phage Ecoli inh = -1.1; AddAB inh = 1.2; MITF TRPM1 HTS = /; SR-BI DiI-HDL act = 24; SR-BI HDL uptake = -24; Ecoli viability = 0.6; Wnt bcat act = 0
# COc1ccc(OC)c(NC(=O)C2CCCN2C(=O)NC2CCCCC2)c1 (centres undefined) in the list: CAL PDZ FP-1 = -1.4; CAL PDZ FP-2 = -3; Tat export inh = -5; phage Ecoli inh = 1.5; AddAB inh = 2.2; MITF TRPM1 HTS = 2; SR-BI DiI-HDL act = /; SR-BI HDL uptake = /; Ecoli viability = 0.8; Wnt bcat act = -4

# Next section.
SMILES,CAL PDZ FP-1,CAL PDZ FP-2,Tat export inh,phage Ecoli inh,AddAB inh,MITF TRPM1 HTS,SR-BI DiI-HDL act,SR-BI HDL uptake,Ecoli viability,Wnt bcat act
CCNC(=S)/N=C(/Nc1ccccc1)Nc1nc(C)cc(C)n1,/,/,/,-2.1,2.4,/,/,/,-1.6,0
COc1ccc(CCNS(=O)(=O)c2cccc(F)c2)cc1OC,-1.2,/,12,1.8,1.4,-7,6,-6,-0.4,/
O=C(O)CCC(NC(=O)c1ccc(Cl)cc1)C(=O)O (centres undefined),-3.1,-1,-1,5.1,5.2,-1,16,-16,0.3,-1
O=C(CN1CCN(S(=O)(=O)c2ccccc2F)CC1)Nc1ccccc1C(=O)c1ccccc1,-1.4,-4,6,3.2,3.6,-13,9,-9,1.8,2
COc1ccccc1CCC(=O)Oc1ccccc1C#N,-2.9,-4,0,0.2,/,-3,3,-3,/,0
C/C(=N\NC(=O)CN1CCN(S(=O)(=O)c2ccc(C)cc2)CC1)c1ccncc1,9.9,-2,1,0.1,1.2,-1,6,-6,1.8,0
O=C(O)CN1C(=O)/C(=C\c2cccc(OCc3ccc(Cl)cc3)c2)SC1=S,-0.7,0,15,-0.9,-0.1,/,5,-5,-1.7,0
Cc1ccc(/C=N/NC(=O)c2ccoc2C)o1,-0.8,-7,5,2.1,1.3,5,16,-16,-0.7,/
Cn1c(SCc2ccc(C#N)cc2)nnc1-c1cccc(Cl)c1,0.2,-7,3,0.0,-2.5,1,-13,13,-1.6,/
CN(C)Cc1c(C(=O)N/N=C/c2ccc(OCc3ccc(F)cc3)cc2)nnn1-c1nonc1N,-1.4,4,-27,0.7,-0.7,26,4,-4,0.4,3
NC(=O)C(Cc1ccccc1)N1C(=O)c2ccccc2C1=O (centres undefined),-0.2,-1,-9,0.8,-1.2,3,27,-27,-1.2,-1
O=C(NC1CCCCCCC1)c1ccco1,-2.5,/,-5,2.5,2.0,8,30,-30,1.4,0
CCOC(=O)C1CCN(C(=O)COc2ccc(Br)cc2Br)CC1,-1.1,/,8,2.0,4.1,-1,6,-6,0.6,-1
O=C(NNC(=O)C12CC3CC(CC(Cl)(C3)C1)C2)c1ccncc1,-1.6,14,0,3.0,-1.4,3,-38,38,0.6,1
CC1(C)Cc2c(sc(NC(=O)C(=O)NCCCN3CCOCC3)c2C#N)CO1,-0.9,2,6,-2.0,4.4,-6,17,-17,-1.1,-1
CCOC(=O)CNC1CC(=O)N(c2cccc(Cl)c2)C1=O (centres undefined),-3.0,-3,12,2.4,1.4,-1,1,-1,-0.2,-2
C=CCn1c(C)nnc1SCC(=O)Nc1ccc2c(c1)OCCO2,0.1,2,8,0.6,-0.3,-11,17,-17,2.1,0
O=c1[nH]c(C2CCCN(S(=O)(=O)c3ccccc3)C2)nc2c1nnn2Cc1cccc(Cl)c1 (centres undefined),-2.6,-1,8,-0.9,3.8,8,/,/,-0.1,0
COC(=O)c1ccc(S(=O)(=O)N2CCCCCC2)cc1,-1.5,-2,-1,2.3,3.8,-10,5,-5,-0.5,2
CCC(=O)Nc1ccc(S(=O)(=O)Nc2nccs2)cc1,0.8,/,5,0.9,0.7,-1,17,-17,1.2,0
O=C(COc1cccc(C(F)(F)F)c1)Nc1nnc(C2CC2)s1,-0.5,/,2,3.9,1.1,18,11,-11,1.4,4
Cc1ccc(-c2cc(C(=O)O)c3cc(Br)ccc3n2)s1,-4.6&-5.5,-11&-15,0&11,2.1&1.5,/,23&21,1&27,-1&-27,/,2&2
CCCCn1c(C)csc1=Nc1cccnc1,0.7,-1,-5,-0.4,3.1,-8,-28,28,-2.1,-2
C/C(CC(=O)Nc1ccc(Cl)c(Cl)c1)=N\NC(=O)C(=O)N1CCCCC1,-0.7,/,-3,3.6,1.3,0,13,-13,-1.2,3
COc1cc(OC)c(C(=O)NCC(c2cccs2)N(C)C)cc1OC (centres undefined),-1.4,2,9,/,1.3,14,4,-4,2.7,/
O=C(CSc1nnc(-c2ccccc2)o1)c1ccc2c(c1)OCCO2,-1.4,/,7,0.7,1.9,-25,36,-36,-0.4,/
Cc1cccc(CC(=O)NCCn2c(C)cc3ccccc32)c1,-0.5,-2,5,1.8,-0.2,/,1,-1,-2.7,-5
COc1ccc(NC(=O)CSCc2cc(=O)n3cc(C)sc3n2)cc1,-1.3,-2,27,0.4,4.2,-7,14,-14,0.6,-2
Cc1ccc(NC(=O)CSc2nc3ccccc3c(=O)n2CCCC(=O)N2CCCC2)cc1,-1.0,-4,5,3.7,4.7,/,-17,17,1.4,/
CC[C@]1(O)CC2CN(CCc3c([nH]c4ccccc34)[C@@](C(=O)OC)(c3cc4c(cc3OC)N(C=O)[C@H]3[C@@](O)(C(=O)OC)[C@H](OC(C)=O)[C@]5(CC)C=CCN6CC[C@]43[C@@H]65)C2)C1 (some centres undefined),-2.0,-2,-8,2.1,-4.3,-45,16,10,-3.4,-26
CCCN(CCC)c1ccc(/C=N/NC(=O)CN2CCOCC2)cc1,-2.2,4,4,/,-0.5,-10,-10,10,-0.5,/
COc1ccc(-c2nc(CS(=O)CC(=O)NCc3ccco3)c(C)o2)cc1 (centres undefined),-1.0,1,1,3.6,-1.7,-17,-20,20,-3.9,-1
OC(COc1cccc(OCC(O)CN2CCOCC2)c1)CN1CCOCC1 (centres undefined),-0.3,-12,2&-3,2.4&1.2,-0.6&-0.6,-2,31&39,-31&-39,-1.3&1.9,0
COc1ccc(-c2nnc(SCC(=O)c3ccc[nH]3)o2)cc1,-0.1,/,0,1.3,0.2,47,1,-1,1.5,/
O=C(N/N=C/c1ccsc1)c1cc(-c2ccncc2)nc2ccccc12,-7.4,-5,-1,4.1,-0.3,-14,-24,24,-4.5,/
COc1ccc(NC(=O)c2ccco2)cc1S(=O)(=O)N1CCCCC1,-0.1,-3,5,0.9,1.2,-8,-3,3,0.7,0
Cn1c(N)c(C(=O)COC(=O)CNS(=O)(=O)c2ccc(Cl)c(Cl)c2)c(=O)n(C)c1=O,-0.8,-4,-1,3.2,0.6,-9,7,-7,-1.7,/
O=C(Nc1ccc2oc(-c3ccc(F)cc3)nc2c1)c1ccccc1F,-0.2,-3,-2,3.0,-1.6,17,-33,33,0.2,/
Cc1n[nH]c(C)c1CCc1nc2c3ccccc3nc(SCC(=O)Nc3ccccc3F)n2n1,-4.7,-4,0,0.1,-3.5,/,-10,10,-3.3,-18
